MT1-MMP act inh: inhibitors of human MT1-MMP activation. P50281. HT1080 RFP-PRO-GFP cells, GFP/RFP ratio fluorescence, overnight; percent of plate control window, DMSO zero. GFP/RFP ratio change, % at 20 µM. 0.061% of 360,000 active. AID 651647;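 active = GFP/RFP ratio change of at least 30% with cell ATP level not reduced by more than half and red fluorescence within 50% of control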; also: strong numbers were not always called active
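Assay system: HT1080 RFP-PRO-GFP cells | Dosing: 20 µM single dose, 1% DMSO | Incubation: Cells overnight before dosing, compound overnight, 37 °C, 5% CO2 | Evaluation: GFP/RFP fluorescence ratio | Control set: DMSO-only wells and HT1080 RFP-L50D-GFP cell wells as references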
CSN deneddyl inh: blocks human CSN-mediated cullin deneddylation | AID 651999 | inhibition, % at 12.5 µM | 0.38% of 360,000 active | Purified CSN, SCF-Nedd8-OG deneddylation, fluorescence polarization;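 active = pattern-corrected inhibition above about 35%, with an unprinted fluorescence ratio check between 0.5 and 1.5, limit read from the data, passing the limit was not always enough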;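 also: 0% = enzyme with substrate and 100% = substrate without enzyme; some results filed as inactive read as strong as hits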
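Material: purified human Csn5 enzyme expressed in HEK293T cells / Medium: Tris buffer pH 7.5, NaCl, DTT, Tween-20, trehalose, ovalbumin / Compound dosing: 12.5 µM single point / Schedule: 90 min incubation of compound, enzyme and substrate at room temperature / Signal: fluorescence polarization of the substrate / Control set: no-enzyme wells high, enzyme-with-substrate wells low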
MsrA inhibitor: bovine MsrA inhibition | purified bovine MsrA, absorbance read-out | inhibition, % at 15.5 µM | 0.75% of 360,000 active; in the data active = inhibition above about 4.5%;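 also: 0% = vehicle wells with enzyme and 100% = reference inhibitor wells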
FAS-TE inh: blocks the thioesterase domain of human fatty acid synthase; 0.67% of 360,000 active; recombinant FAS-TE, OMFH fluorogenic substrate, fluorescence endpoint; AID 602261; inhibition, % at 15 µM;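 active = compounds whose normalised, plate-corrected inhibition of enzyme fluorescence in the single-dose primary screen is 50% or more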;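 also: 0% = DMSO with enzyme and 100% = substrate without enzyme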
MsrA act: activators of bovine methionine sulfoxide reductase A. purified bovine MsrA, absorbance read-out. activation, % at 10.6 µM. 0.3% of 360,000 active; in the data active = activation above about 7.5%;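 also: 0% = vehicle and 100% = reference activator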
eLon inh: inhibitors of E. coli Lon protease. inhibition, % at 7.94 µM. AID 602123. 0.42% of 360,000 active. purified E. coli Lon protease, fluorescence polarization. P0A9M0; in the data active = inhibition above about 13%, passing the limit was not always enough;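 also: 0% = enzyme with probe and DMSO and 100% = no enzyme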
Target sequence (P0A9M0 whole entry, looked up): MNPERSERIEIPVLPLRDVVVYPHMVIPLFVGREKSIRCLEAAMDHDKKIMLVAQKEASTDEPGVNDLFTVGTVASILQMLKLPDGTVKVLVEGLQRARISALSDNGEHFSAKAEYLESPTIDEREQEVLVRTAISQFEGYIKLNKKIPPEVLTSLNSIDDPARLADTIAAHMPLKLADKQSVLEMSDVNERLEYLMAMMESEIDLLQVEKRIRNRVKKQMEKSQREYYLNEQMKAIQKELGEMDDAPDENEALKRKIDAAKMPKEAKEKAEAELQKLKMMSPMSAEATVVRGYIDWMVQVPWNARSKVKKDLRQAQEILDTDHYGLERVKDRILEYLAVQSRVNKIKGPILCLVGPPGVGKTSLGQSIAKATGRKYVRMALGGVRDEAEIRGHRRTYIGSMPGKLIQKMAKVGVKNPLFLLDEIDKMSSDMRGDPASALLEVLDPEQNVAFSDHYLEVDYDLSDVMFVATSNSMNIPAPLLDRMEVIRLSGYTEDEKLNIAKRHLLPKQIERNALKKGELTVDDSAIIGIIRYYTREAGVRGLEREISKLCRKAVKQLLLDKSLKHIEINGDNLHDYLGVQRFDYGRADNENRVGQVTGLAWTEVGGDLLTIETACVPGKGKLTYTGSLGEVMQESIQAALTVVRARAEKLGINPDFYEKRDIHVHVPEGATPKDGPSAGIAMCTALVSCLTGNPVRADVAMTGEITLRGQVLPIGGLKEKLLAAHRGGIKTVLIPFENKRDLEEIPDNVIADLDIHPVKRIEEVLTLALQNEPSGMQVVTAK
Rin1-Abl PPI inh: human Rin1-Abl interaction inhibition; inhibition, % at 7.35 µM; P00519+Q13671; AID 588664; 0.4% of 360,000 active; TR-FRET Rin1/Abl binding, biochemical; in the data active = inhibition above about 5%, passing the limit was not always enough
PABP1 MLLE inh: blocks PAM2 peptide binding to the PABP1 MLLE domain. GST-MLLE / FITC-PAM2 fluorescence polarization. AID 588489. 0.36% of 360,000 active. inhibition, % at 20 µM; in the data active = inhibition above about 35%, passing the limit was not always enough;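 also: plate controls were DMSO wells with GST-MLLE for no effect and wells lacking GST-MLLE protein for full effect; some results filed as inactive read as strong as hits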
Rpn11 inh: Rpn11 (human) deubiquitinase inhibition | O00487 | human 26S proteasome, Ub4-pepOG fluorescence polarization; 20S core pre-blocked with epoxomicin | calls only at 20 µM | 0.59% of 360,000 active;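 active = inhibition at 20 µM, scaled to each plate's controls, above about 33%, limit read from the data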
Target sequence (O00487 whole entry, looked up): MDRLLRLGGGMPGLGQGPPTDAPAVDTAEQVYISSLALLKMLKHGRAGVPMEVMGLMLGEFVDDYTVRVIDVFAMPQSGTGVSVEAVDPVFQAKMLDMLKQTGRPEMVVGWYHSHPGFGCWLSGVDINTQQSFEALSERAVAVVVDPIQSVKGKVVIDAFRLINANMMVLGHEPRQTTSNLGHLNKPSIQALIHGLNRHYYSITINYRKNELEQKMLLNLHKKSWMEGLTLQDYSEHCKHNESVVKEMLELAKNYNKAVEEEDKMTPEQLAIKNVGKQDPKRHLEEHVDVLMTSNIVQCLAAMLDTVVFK
The depositor's hits bear a star; i = inactive; x = not tested or not shown. Rows were taken by chance, and some 3.7% of all compounds hit somewhere here.

SMILES	MT1-MMP act inh	CSN deneddyl inh	MsrA inhibitor	FAS-TE inh	MsrA act	eLon inh	Rin1-Abl PPI inh	PABP1 MLLE inh	Rpn11 inh
Cn1nc(-c2ccc(C(=O)Nc3ccc(F)cc3)cc2)c2ccccc2c1=O	2.2	44.4*	x	9.0	-2.4	0.9	2.3	13.5	i
CC(=O)Nc1cc(-c2ccccc2N(C)C)cn2c(-c3ccccc3)cnc12	-7.4	-22.1	0.0	14.4	-2.6	18.9	-2.1	38.0	i
COc1ccc(-c2nnc(SCc3ccccc3F)o2)cc1	1.9	-4.0	-0.4	21.9	-0.5	3.9	0.2	-3.0	i
CC(C)(C)C(=O)O/N=C(\N)c1ccc([N+](=O)[O-])s1	3.8	-1.5	2.3	-2.3	-4.3	-6.5	-1.3	-1.6	i
Cc1cc(S(=O)(=O)Nc2ccc(C(=O)NCc3ccncc3)cc2)ccc1F	4.7	-4.5	0.8	-4.2	-3.4	-11.6	-0.7	-2.0	i
O=C(O)CCCC(=O)Nc1ccc(Oc2cccc(C(F)(F)F)c2)nc1	-2.7	0.3	-0.5	-5.3	-2.4	-0.6	1.5	7.9	i
Cc1ccc(NC(=O)CSc2nnc(C)c(=O)[nH]2)cc1C	-0.4	-0.2	1.7	-6.2	-1.7	6.2	1.6	8.5	i
C=CCNC(=S)NNC(=O)c1csc(C)c1CC	8.7	0.2	0.7	-2.9	-3.8	1.1	3.9	-30.2	i
O=C(NN=C1CCCCCC1)NC1CCCCC1	7.2	1.7	-1.1	-9.0	-2.1	-7.1	1.2	3.3	i
CCN1C[C@@H]2[C@@H]3C(=O)N(C)C(=O)[C@@H]3[C@](Cc3ccccc3)(C1=O)N2C(=O)c1ccc(Br)cc1	-3.0	-0.1	-1.8	-6.7	-1.9	0.7	5.7	-1.9	i
COc1ccccc1NC(=O)CCN1C(=O)/C(=C/c2cc(OC)c(OC)c(OC)c2)SC1=S	26.2	-4.5	0.1	16.5	0.0	-6.0	0.8	-16.7	i
Cc1cc(OCCCCCNCCO)ccc1Cl	3.0	0.7	-0.3	-6.0	-0.3	-3.5	-0.3	-4.3	i
CNc1nc(=S)[nH]c2ccccc12	-0.4	0.5	-0.3	-4.3	-2.5	-4.9	2.2	4.3	i
COC(=O)c1cc(Cl)c(NC(=O)c2ccco2)cc1OC	10.9	5.0	0.3	-3.6	-4.2	0.3	-2.0	3.2	i
O=C(Nc1ccc(S(=O)(=O)Nc2ncccn2)cc1)C12CC3CC(CC(C3)C1)C2	2.5	-3.1	0.6	2.0	-5.8	-0.7	-3.8	16.2	i
N#CC(CCc1ccccc1[N+](=O)[O-])(CCc1ccccc1[N+](=O)[O-])C(N)=O	0.0	0.8	-0.8	51.9*	-0.9	2.0	0.5	10.7	i
COCCn1c(Cc2cccn2C)nnc1SCC(=O)NCc1ccc2c(c1)OCO2	-2.2	1.6	0.0	-6.1	-4.9	0.8	-0.2	-3.5	i
CCCCSc1nnc(-c2ccc(C)cc2)c2ccccc12	-0.8	-6.4	0.1	21.9	-1.7	2.3	-0.4	7.1	i
C=CCn1c(SCC(=O)c2ccc(O)c(O)c2)nnc1-c1cccnc1	4.9	24.7	2.3	-4.4	-5.0	0.6	0.4	5.9	i
Cc1ccccc1Nc1cc(C(=O)NCc2ccco2)c2ccccc2n1	2.3	2.3	1.2	4.2	-3.5	-5.9	-2.8	5.1	i
COc1ccc(NS(=O)(=O)c2ccc(O)c(C(=O)OCC(=O)NC3CCCCC3)c2)cc1	-1.5	-4.1	0.9	2.5	-2.7	-3.1	3.9	-19.8	i
C[C@H]1CN=C(N(C)C)N1CC1CCCCC1	2.3	4.2	-0.6	-10.1	-3.6	-16.8	3.8	-7.7	i
CCOC(=O)N1CCN(C(=O)c2ccc3[nH]c(C)c(C)c3c2)CC1	0.8	-3.4	-1.4	-4.4	-0.7	-22.4	2.2	1.5	i
NS(=O)(=O)c1ccc(CNS(=O)(=O)c2cccc3nonc23)cc1	0.5	2.2	0.8	-5.8	-2.9	1.8	-0.1	-5.0	i
COc1ccc(N(CC(=O)NC(C)(C)C)C(=O)c2ccco2)cc1	0.8	-4.4	2.7	-3.4	-2.2	-1.1	2.4	3.9	i

One compound at a time, as listed above.
Shown for N#CC(CCc1ccccc1[N+](=O)[O-])(CCc1ccccc1[N+](=O)[O-])C(N)=O = MT1-MMP act inh: 0.0; CSN deneddyl inh: 0.8; MsrA inhibitor: -0.8; FAS-TE inh: 51.9*; MsrA act: -0.9; eLon inh: 2.0; Rin1-Abl PPI inh: 0.5; PABP1 MLLE inh: 10.7; Rpn11 inh: i
Shown for CCN1C[C@@H]2[C@@H]3C(=O)N(C)C(=O)[C@@H]3[C@](Cc3ccccc3)(C1=O)N2C(=O)c1ccc(Br)cc1 = MT1-MMP act inh: -3.0; CSN deneddyl inh: -0.1; MsrA inhibitor: -1.8; FAS-TE inh: -6.7; MsrA act: -1.9; eLon inh: 0.7; Rin1-Abl PPI inh: 5.7; PABP1 MLLE inh: -1.9; Rpn11 inh: i

Continued:
SMILES	MT1-MMP act inh	CSN deneddyl inh	MsrA inhibitor	FAS-TE inh	MsrA act	eLon inh	Rin1-Abl PPI inh	PABP1 MLLE inh	Rpn11 inh
Cc1cccc(N(CC(O)CN2CCCC2)S(=O)(=O)c2ccccc2)c1 (stereo not given)	-8.1	2.7	0.1	-4.0	-0.8	-10.3	0.2	-2.6	i
COc1ccc(OCc2cc(C(=O)NC(C)c3nc(C)cs3)no2)c(Cl)c1 (stereo not given)	-0.1	3.2	-1.1	0.9	4.0	-13.7	-1.4	-9.9	i
COc1ccc(S(=O)(=O)N2CCCC2CNC(=O)C(=O)NC2CCCCCC2)cc1 (stereo not given)	2.3	2.6	0.6	5.2	3.2	-9.2	0.9	-8.2	i
CCN(CC)S(=O)(=O)c1ccc2c(c1)nc(CCC(=O)O)n2CC	1.2	2.8	-0.4	-5.1	-3.3	-4.3	-0.7	9.7	i
CCCOc1ccc(Cc2nn[nH]n2)cc1	3.8	1.7	0.5	-10.2	-8.3	-3.4	-1.4	19.5	i
CCOC(=O)c1ccc(NC(=O)NC2CC3CCC(C2)N3C(=S)NC)cc1 (stereo not given)	0.5	-1.9	0.4	-4.0	-2.2	-2.8	-1.6	-63.9	i
COc1ccc(-n2c(=O)c3c4c(sc3n(CC(=O)NCc3ccco3)c2=O)CCC4)c(OC)c1	0.7	4.2	x	5.4	-7.2	-1.5	-4.7	-41.2	i
CC(=O)COC(=O)c1ccc2noc(-c3ccccc3)c2c1	-7.0	2.4	0.8	2.4	7.5	-6.5	1.1	2.4	i
Cn1c2ccccc2c(=O)c2cc(C#Cc3ccc(N)cc3)ccc21	6.4	-3.7	2.1	11.2	-1.9	-10.4	-2.2	5.3	i
COc1cc(/C=N/NC(=O)c2cc(-c3cccs3)nc3ccccc23)ccc1O	7.1	5.3	4.9*	10.4	-3.7	8.5	-1.9	-5.7	i
CCOc1ccc(-c2csc(Cn3c(CN4CCN(C)CC4)nc4ccccc4c3=O)n2)cc1	-6.7	-17.8	-0.1	-4.9	-3.5	4.5	3.8	20.4	i
CN1C(C(=O)NCc2ccccc2)CC2Cn3c(nc4ccccc43)C21 (stereo not given)	0.4	-2.6	0.8	-12.7	-4.5	-10.3	4.7	-0.4	i
CC(C)(C)NC(=S)N1CCC2CC1c1c(Cl)cccc12 (stereo not given)	0.5	5.7	-0.2	8.2	-3.3	-4.6	0.8	-73.1	i
Cc1ccccc1NC(=O)c1c2c(nc3ccccc13)CCC2	0.5	-6.0	-1.0	-4.2	-3.6	-5.1	3.8	-31.8	i
Cc1sc2ccc3sccc3c2[n+]1C	-3.6	-0.3	0.5	-12.4	-0.2	-7.6	-1.1	-33.7	i
COc1ccc(C(=O)N/N=C/c2sc(N3CCOCC3)nc2-c2ccccc2)cc1OC	4.7	-7.7	1.4	-1.3	-2.7	-3.4	-5.9	-12.0	i
O=C(OCC(F)(F)F)c1cccc(COc2ccc3ccccc3c2)c1	0.7	1.0	0.7	17.4	-3.5	11.8	2.5	-1.2	i
COc1ccc(C2(O)CC3CCC(C2)N3c2nc(C)cc(C)c2C#N)cc1 (stereo not given)	-7.5	-3.4	0.8	35.3	-3.1	0.8	-0.1	-4.8	i
O=C(CC1C(=O)NCCN1Cc1ccccc1)NCCN1CCCCC1=O (stereo not given)	-3.3	1.2	-0.8	-6.4	-2.3	5.8	-1.2	6.9	i
Cc1ccc(/C=N/NC(=O)Nc2ccccc2)o1	1.5	0.5	1.0	9.9	-1.0	-1.6	-0.2	-1.4	i
COc1cccc(NC(=O)c2c(F)cccc2F)c1	-2.5	4.3	-0.9	-6.4	0.2	-0.7	1.2	6.4	i
CC(Oc1ccc(-n2cnnn2)cc1)C(=O)O (stereo not given)	1.1	5.6	0.6	-11.5	-1.2	-4.9	-4.5	-7.2	i
Cn1c(SCC(=O)Nc2cccc(O)c2)nnc1-c1ccc(S(=O)(=O)N2CCOCC2)cc1	1.1	2.0	-0.9	-5.8	-3.0	-7.8	6.9	-3.1	i
O=C(/C=C/c1ccccc1)NNC(=O)C1CC1	-1.4	5.3	-1.3	-8.5	-4.0	-0.5	-1.6	-9.5	i
COc1ccccc1OCC(=O)NCc1n[nH]c(=O)c2ccccc12	1.6	4.6	0.3	2.6	2.6	-10.5	1.8	0.0	i

CSN deneddyl inh: hit marks shown above.
| Structure | MT1-MMP act inh | CSN deneddyl inh | MsrA inhibitor | MsrA act | eLon inh | Rin1-Abl PPI inh | PABP1 MLLE inh | Rpn11 inh |
| --- | --- | --- | --- | --- | --- | --- | --- | --- |
| Cn1nc(-c2ccc(C(=O)Nc3ccc(F)cc3)cc2)c2ccccc2c1=O | 2.2 | 44.4* | x | -2.4 | 0.9 | 2.3 | 13.5 | i |

(list continues)
SMILES	MT1-MMP act inh	CSN deneddyl inh	MsrA inhibitor	FAS-TE inh	MsrA act	eLon inh	Rin1-Abl PPI inh	PABP1 MLLE inh	Rpn11 inh
Cc1ccc(NC(=O)C2C3C=CC4(O3)C2C(=O)N(CCCN2CCCCC2)C4C(=O)NC2CCCCC2)cc1Cl (stereo not given)	-0.9	-0.8	-1.2	-3.5	-1.9	-6.2	-0.3	0.4	i
FC(F)(F)c1cc(Cl)c2nc(-c3ccccc3)cn2c1	0.9	-5.1	0.3	0.9	-1.4	-4.4	-2.0	8.2	i
Oc1ccc(/C=N\Nc2nncc(-c3ccccc3)n2)cc1	9.9	-2.8	5.8*	-5.0	-4.5	-5.1	-4.5	-3.1	i
Cc1ccnc2nc(C(=O)Nc3cc(Cl)ccc3N3CCOCC3)nn12	11.7	-1.3	0.3	34.0	0.0	2.7	-5.5	-11.0	i
O=C1CCCCc2sc(Br)c([N+](=O)[O-])c2N1	-2.0	0.9	1.2	-3.6	-2.8	0.0	2.0	0.0	i
O=C(Oc1ccccc1)Oc1ccc2c(c1)oc(=O)c1ccccc12	2.2	-3.4	1.5	16.6	-3.5	-1.6	-72.3	-8.0	i
CCC(NC(=O)CNC(=O)CNC(=O)c1ccc(Cl)cc1Cl)c1ccc(C)cc1 (stereo not given)	2.1	2.3	-0.7	2.2	-2.7	-3.2	0.7	0.3	i
COc1ccc(C(=O)NCCNC(=O)c2ccc(OC)cc2)cc1	0.4	0.6	0.3	-1.5	-3.2	8.9	-1.6	4.0	i

Assay outcomes deposited in PubChem by several laboratories.
